HEK293 tox = cytotoxicity counter-screen for GLP-1 receptor inverse agonists. HEK293 cAMP-luciferase reporter cells, luminescence, 24 h. Potency, µM (highest dose often 38.3 µM), for inactives: top-dose activity change, negative = inhibition, usual class: inhibitors. 410,000 tested, 0.13% active. AID 624418;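 further: loss of luciferase light is scored as toxicity; potency means the concentration at half of the fitted maximal effect; on the % scale 0 is the no-effect control and ±100 the full control effect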
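Seeding density was 200 cells/uL; after overnight-length (12 h) culture, 23 nL compounds went on for 24 h at 37 °C. Readout used a luciferase detection reagent, luminescence taken after 12 min at room temperature.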
GLP-1R inv ag = acts as inverse agonist at human GLP-1 receptor. HEK293 GLP-1R CRE-luciferase, luminescence, 24 h; GLP-1R form is constitutively active. Potency, µM (top dose mostly 38.3 µM), for the others: top-dose activity change, negative = inhibition, most hits filed as inhibitors. 410,000 tested, 1.6% active; further: potency means the concentration at half of the fitted maximal effect; on the % scale 0 is the no-effect control and ±100 the full control effect; nearly all actives have a fitted effect of over 55% in size
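Constitutively active GLP-1R drives a cAMP-responsive luciferase in stably transfected HEK293 cells; test compounds are added after overnight (12 h) attachment and left 24 hr, and signal loss in luminescence marks inhibition.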
DRD3 antagonist = D3 dopamine receptor (human) antagonism; P35462; D3R cells, DiscoveRx beta-arrestin luminescence, antagonist mode; stronger effect = lower value; max response, negative = inhibition, %; 360,000 tested, 2.5% active; in the data active means max response below about -50%; inconclusive means no clear call, values can overlap the other calls; further: on the % scale 0 is the no-effect control and ±100 the full control effect; mostly tested at two doses, the higher about 12 µM
Target sequence (P35462 whole entry, looked up): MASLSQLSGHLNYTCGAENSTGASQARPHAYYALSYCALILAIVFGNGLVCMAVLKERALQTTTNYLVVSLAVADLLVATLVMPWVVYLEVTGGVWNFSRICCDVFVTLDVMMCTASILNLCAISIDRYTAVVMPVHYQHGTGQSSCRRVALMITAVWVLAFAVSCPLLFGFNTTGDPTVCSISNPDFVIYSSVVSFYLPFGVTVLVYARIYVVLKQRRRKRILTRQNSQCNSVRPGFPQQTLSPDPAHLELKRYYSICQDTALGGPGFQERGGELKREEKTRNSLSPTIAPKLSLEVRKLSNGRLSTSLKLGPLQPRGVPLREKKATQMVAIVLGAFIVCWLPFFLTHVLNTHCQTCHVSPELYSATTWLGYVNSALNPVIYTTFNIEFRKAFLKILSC
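Cells plated overnight at 1500 cells/well, then exposed to library compounds with dopamine controls for 90 minutes at 37 degrees C. DiscoveRx reagent added for 30–60 minutes at room temperature; luminescence read, quantitative HTS format.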
GLP1R ag = GLP-1 receptor (human) agonism | 380,000 tested, 0.007% active | Potency, µM (titrated, usually from 45.6 µM), for inactives: at the top dose activation, usual class: activators | HEK293 GLP-1R CRE-luciferase, luminescence, 4-6 h; cells express a hypersensitive GLP-1R form | AID 624172; further: potency means the concentration at half of the fitted maximal effect; % of control where 0% means no effect
WRN inhibitor = blocks human WRN helicase | 360,000 tested, 0.46% active | Potency, µM (series often up to 114 µM), for inactives: at the top dose activity change, negative = inhibition, usual class: inhibitors | WRN helicase unwinding, fluorescent forked duplex, kinetic | Q14191; further: potency means the concentration at half of the fitted maximal effect; on the % scale 0 is the no-effect control and ±100 the full control effect; nearly all actives have a fitted effect of over 55% in size
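WRN at 20 nM final preincubated with compound 15 min at room temperature; reaction started with 100 nM fluorophore/quencher forked duplex oligonucleotide and 2 mM ATP final. Unwinding followed kinetically by red fluorescence (ex 525, em 598 nm).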
DRD3 agonist = D3 dopamine receptor (human) agonism; D3R DiscoveRx beta-arrestin cells, luminescence, 90 min; AID 652048; max activation, %; 410,000 tested, 0.58% active; P35462; in the data active means max activation above about 30%; further: 0% is about no effect; mostly tested at two doses, the higher about 12 µM
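Agonist-mode cell screen: cells plated at 1500/well and incubated overnight at 37 °C, then exposed to library compounds for 90 min at 37 °C. Detection reagent was added for 30–60 min at room temperature, and luminescence was read.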
IL-2 act = activates IL-2 in a cell-based reporter assay. activation, % (series mostly up to about 46 µM). 360,000 tested, 0.065% active. IL-2 activation reporter assay, cell-based qHTS; stimulated with anti-CD3/CD4/CD28 beads; in transgenic mouse T cells; in the data active means activation above about 50%; inconclusive means mostly about 30% to 49%; further: 0% is about no effect
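Unstimulated transgenic mouse T cells preincubated 60 min with compound, then stimulated with anti-CD3/anti-CD4-coated beads plus anti-CD28 for 18 h at 37 degrees C. IL-2 response read as EGFP and DsRed fluorescence by plate cytometry.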
PLK1 PBD inh = PLK1 (human) polo-box domain binding inhibition. AID 720504. Potency, µM, for the others: max response, negative = inhibition, hits mostly inhibitors. Plk1 PBD binding of FITC phosphopeptide, fluorescence polarization. 360,000 tested, 2.8% active; further: potency means the concentration at half of the fitted maximal effect; series mostly up to about 57 µM; on the % scale 0 is the no-effect control and ±100 the full control effect; nearly all actives have a fitted effect of over 65% in size
PI5P4K alpha inh = inhibitors of human PI5P4K alpha; P48426; PI5P4Kalpha enzyme, ADP-Glo luminescence, 60 min; stronger effect = lower value; max response, %; 330,000 tested, 1.2% active; AID 652105; active means max response of -50% or lower; inconclusive means between -30% and -50%; inactive means -30% or higher; further: value at the top dose of about 77 µM; on the % scale 0 is the no-effect control and ±100 the full control effect
Target sequence (P48426 whole entry, looked up): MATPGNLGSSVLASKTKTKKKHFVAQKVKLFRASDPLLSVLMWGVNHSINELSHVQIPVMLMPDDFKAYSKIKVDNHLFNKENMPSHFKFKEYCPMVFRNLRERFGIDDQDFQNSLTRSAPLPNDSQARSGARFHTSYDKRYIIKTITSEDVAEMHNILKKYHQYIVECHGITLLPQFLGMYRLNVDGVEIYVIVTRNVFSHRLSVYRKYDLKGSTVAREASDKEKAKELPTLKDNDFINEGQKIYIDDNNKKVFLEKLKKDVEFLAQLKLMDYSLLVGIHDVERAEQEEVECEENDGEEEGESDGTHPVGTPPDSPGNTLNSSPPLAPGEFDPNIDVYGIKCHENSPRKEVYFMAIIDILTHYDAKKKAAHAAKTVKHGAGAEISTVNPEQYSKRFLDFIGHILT
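Human PI5P4Kalpha with substrate in 0.038 M HEPES pH 7.4, 0.28 mM EGTA, 0.1% CHAPS, 5% DMSO; reaction started with 5 microM ATP (final), 60 min at room temperature. ADP formed read by ADP-Glo luminescence.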
Active calls of the source: *; ? = inconclusive; . = no result given; [ ] = remark or other dose. Unless noted, the call rests on the fitted dose curve; in most records, active means well fitted curve in the direction sought with a large enough effect; inconclusive means small, poorly fitted or top-dose-only effect, or another doubt; inactive means no such curve, though single readings can be large; an effect the other way counts as inactive or inconclusive.

entry	SMILES	GLP1R ag	DRD3 antagonist	DRD3 agonist	IL-2 act	PLK1 PBD inh
1	Cc1c(C(=O)N2CCC(C)CC2)sc2ncnc(N(C)c3ccccc3)c12	15%	-11	-3	-3.0	-4%
2	CC(C)CNC(=O)CN1C(=O)NC2(CCCc3ccccc32)C1=O (stereo not given)	8%	11	-7	-0.4	0%
3	CS(=O)(=O)N(CC(=O)N1CCCCC1)Cc1ccc(Cl)cc1	1%	3	3	-0.8	-21%
4	Cc1cc(C)c2sc(NNC(=O)c3ccc(S(=O)(=O)N4CCc5ccccc5C4)cc3)nc2c1	-5%	33	27	1.8	-11%
5	CCCN(c1nc(C)cc(OC)n1)S(=O)(=O)c1ccccc1	5%	32	12	-2.3	-3%
6	CCOC(=O)C1C(c2cccc(F)c2)NC(=S)NC1(O)C(F)(F)F (stereo not given)	3%	13	-6	-0.5	-8%
7	O=C(O)c1ccc(S(=O)(=O)c2ccc3c(c2)C(=O)N(Cc2ccco2)C3=O)cc1	0%	-16	-10	-0.9	-3%
8	O=C(COC(=O)Cc1c(Cl)cccc1Cl)NCc1ccccc1	14%	24	-6	-1.8	4%
9	CC1CN(CCOc2ccc(Cl)cc2Cl)CC(C)O1 (stereo not given)	19%	-21	-7	0.4	0%
10	O=S(=O)(Nc1ncccn1)c1ccccc1	-1%	15	11	0.6	24µM*

entry	WRN inhibitor	PI5P4K alpha inh	HEK293 tox	GLP-1R inv ag
1	-3%	.	-23%	-8%
2	7%	1	-17%	16%
3	-11%	-5	-8%	-2%
4	1%	3	?	?
5	-11%	.	-8%	0%
6	-1%	-7	-3%	24%
7	-16%	.	-2%	0%
8	16%	0	6%	-22%
9	-19%	-1	-12%	-22%
10	5%	-18	1%	26%

Given as labelled records: part of the list above.
2. CC(C)CNC(=O)CN1C(=O)NC2(CCCc3ccccc32)C1=O (stereo not given)
  GLP1R ag = 8%; DRD3 antagonist = 11; DRD3 agonist = -7; IL-2 act = -0.4; PLK1 PBD inh = 0%; WRN inhibitor = 7%; PI5P4K alpha inh = 1; HEK293 tox = -17%; GLP-1R inv ag = 16%
3. CS(=O)(=O)N(CC(=O)N1CCCCC1)Cc1ccc(Cl)cc1
  GLP1R ag = 1%; DRD3 antagonist = 3; DRD3 agonist = 3; IL-2 act = -0.8; PLK1 PBD inh = -21%; WRN inhibitor = -11%; PI5P4K alpha inh = -5; HEK293 tox = -8%; GLP-1R inv ag = -2%
4. Cc1cc(C)c2sc(NNC(=O)c3ccc(S(=O)(=O)N4CCc5ccccc5C4)cc3)nc2c1
  GLP1R ag = -5%; DRD3 antagonist = 33; DRD3 agonist = 27; IL-2 act = 1.8; PLK1 PBD inh = -11%; WRN inhibitor = 1%; PI5P4K alpha inh = 3; HEK293 tox = ?; GLP-1R inv ag = ?

Next records follow.
entry	SMILES	GLP1R ag	DRD3 antagonist	DRD3 agonist	IL-2 act	PLK1 PBD inh
11	COCc1cc(C)nc2sc(C(=O)OC(C)C)c(N)c12	?	-11	7	-0.3	-5%
12	O=C1C(Cl)=C(N2CCOCC2)C(=O)N1c1ccccc1Cl	-1%	?	-16	-2.7	-17%
13	CN1C(=O)Cc2cc(S(=O)(=O)Nc3ccc(Cl)cc3)ccc21	4%	-7	-9	0.7	-4%
14	COc1ccc(-c2nc(CS(=O)(=O)CC(=O)NCc3cccc(F)c3)c(C)o2)cc1	-3%	-4	4	1.9	-19%
15	COCCNC(=S)N1CCc2cc(OC)c(OC)cc2C1COc1cc(C)cc(C)c1 (stereo not given)	-4%	2	3	0.0	3%
16	COc1ccc(NC(=O)C2CCN(S(=O)(=O)c3ccc4c(c3)CCCC(=O)N4)CC2)c(OC)c1	10%	.	5	.	.
17	COCCNC(=O)Cn1nc(-c2ccccc2OC)ccc1=O	-13%	18	0	-2.9	-1%
18	Cc1ccc(N2C(=O)C3C4C=CC(CC4)C3C2=O)cc1[N+](=O)[O-] (stereo not given)	-5%	-3	2	0.5	-1%
19	Cc1ccc(-c2ccc(S(=O)(=O)N3CCCC3)cc2)cc1	9%	-1	8	0.2	6%
20	COc1ccccc1-n1c(SCC(=O)N(C)C)nnc1-c1ccco1	-3%	-12	-11	-1.2	-10%

entry	WRN inhibitor	PI5P4K alpha inh	HEK293 tox	GLP-1R inv ag
11	-8%	11	167%[activator]	-14%
12	-6%	.	-8%	8%
13	-17%	-8	-4%	-12%
14	3%	1	-4%	-6%
15	-12%	20	-6%	?
16	.	.	5%	-7%
17	1%	.	9%	4%
18	-1%	2	4%	7%
19	-1%	-1	-3%	23%
20	10%[57.1 µM]	-1	-7%	14%

(further entries)
entry	SMILES	GLP1R ag	DRD3 antagonist	DRD3 agonist	IL-2 act	PLK1 PBD inh
21	COc1ccc(N2C(=O)CCC2(C#N)c2ccc(Br)cc2)cc1 (stereo not given)	6%	-20	3	-2.0	-2%
22	O=C(NCc1ccccn1)c1ccc(Cl)c(NC2=NC3CS(=O)(=O)CC3S2)c1 (stereo not given)	3%	-2	1	-1.2	-13%
23	CC(=O)n1cc(/C=N/NC(=O)c2ccccc2O)c2ccccc21	-1%	-1	26	-1.3	-8%
24	COc1cccc(OC)c1NC(=O)C1CCCN1C(=O)NCc1ccccc1 (stereo not given)	-11%	-15	0	-0.5	-19%
25	COCC(=O)Nc1cc(C(=O)Nc2cccc(C)c2C)ccc1Cl	2%	-4	5	-1.7	-3%
26	O=C(CN1CCOCC1)Nc1ccc(OCc2ccccc2)cc1	-2%	11	-4	-3.1	-12%
27	COc1ccc(C(=O)Nc2nnc(SCC(=O)NC3CC3)s2)cc1	-1%	-14	9	-0.5	-5%
28	Cc1cc(C)nc(N(C#N)CN2C(=O)c3ccccc3S2(=O)=O)n1	-10%	-27	-10	-2.3	-7%
29	COc1ccc(NC(=O)CSc2nnc(CNC(=O)c3cccs3)o2)c(OC)c1	-4%	-9	-3	-0.1	-12%
30	CC(=O)Cn1c2ccccc2n2nc(CCC(=O)O)c(=O)nc12	-1%	9	3	-1.0	-4%

entry	WRN inhibitor	PI5P4K alpha inh	HEK293 tox	GLP-1R inv ag
21	6%	.	-12%	?
22	0%	4	-6%	0%
23	-13%[57.1 µM]	9	-7%	1%
24	3%	-1	-3%	1%
25	0%	.	-23%	6%
26	-10%	-3	0%	-1%
27	-4%	-3	6%	?
28	-9%	-11	2%	1%
29	-30%	-7	-4%	-4%
30	-16%	-2	1%	-3%

Random excerpt: two entries already listed.
entry	SMILES	GLP1R ag	DRD3 antagonist	DRD3 agonist	IL-2 act	PLK1 PBD inh
23	CC(=O)n1cc(/C=N/NC(=O)c2ccccc2O)c2ccccc21	-1%	-1	26	-1.3	-8%
29	COc1ccc(NC(=O)CSc2nnc(CNC(=O)c3cccs3)o2)c(OC)c1	-4%	-9	-3	-0.1	-12%

entry	WRN inhibitor	PI5P4K alpha inh	HEK293 tox	GLP-1R inv ag
23	-13%[57.1 µM]	9	-7%	1%
29	-30%	-7	-4%	-4%

Further results
entry	SMILES	GLP1R ag	DRD3 antagonist	DRD3 agonist	IL-2 act	PLK1 PBD inh
31	COc1cccc(NC(=O)CSc2nnc3cc(C)nc(N)n23)c1	9%	14	2	1.1	-2%
32	Cc1ccc(S(=O)(=O)N2[C@H](c3ccc(Cl)cc3)CC(=O)[C@@H]3CN(S(=O)(=O)c4ccccc4C)[C@H](c4ccc(Cl)cc4)C[C@@H]32)cc1	-4%	3	4	2.2	0%
33	S=C(NCCc1ccccc1)Nc1ccccc1N1CCOCC1	24%	-22	-10	-1.5	-12%
34	Oc1nc(Nc2cccc(Cl)c2)sc1/C=C1\C=Nc2ccccc21	-28%	-10	-13	-4.9	-20%
35	O=C(CCc1ccc(S(=O)(=O)NCCc2ccccc2)cc1)Nc1ccc2c(c1)OCCO2	4%	8	-1	-0.3	-5%
36	CCOc1ccc(NC(=O)C2CCN(S(C)(=O)=O)CC2)cc1	9%	-16	12	0.0	-18%
37	COCCN(C(=O)CSc1ncc(C(F)(F)F)cc1Cl)c1c(N)n(Cc2ccccc2)c(=O)[nH]c1=O	-7%	9	6	0.9	-4%
38	COc1ccccc1CNC(=O)Cc1ccc(Br)cc1	11%	-9	-3	0.0	-11%
39	C=CCOC(=O)C1=C[C@@H](c2coc3ccccc3c2=O)C[C@@H](OCCCCO)O1	4%	10	5	-0.3	-15%
40	COc1ccc(Cc2noc(CN3CCN(Cc4csc(C)n4)CC3)n2)cc1OC	-3%	0	-1	-1.7	-4%

entry	WRN inhibitor	PI5P4K alpha inh	HEK293 tox	GLP-1R inv ag
31	2%	3	-1%	7%
32	-4%	-6	1%	-15%
33	-16%	8	?	?
34	-31%	-62*	?	?
35	-13%	0	-19%	?
36	3%	1	-2%	12%
37	7%	0	6%	-10%
38	-23%	3	0%	-22%
39	-10%	-10	?	11%
40	0%	1	-7%	10%

Remaining list, next part.
entry	SMILES	GLP1R ag	DRD3 antagonist	DRD3 agonist	IL-2 act	PLK1 PBD inh
41	CCOc1ccc(CCNC(=O)CCc2nc(-c3ccc(OC)cc3)no2)cc1OCC	-3%	9	-9	-0.6	-13%
42	COc1ccc(CNC(=O)CN(Cc2ccco2)C(=O)CCC(=O)Nc2ccccn2)cc1	-1%	8	16	-1.5	2%
43	CC(C)N1CCN(Cc2ccc(Sc3nncn3C)o2)CC1CCO (stereo not given)	5%	-20	-3	-0.4	-16%
44	COc1ccccc1N1CCN(c2cc(=O)n(Cc3ccc(F)cc3)c(=O)[nH]2)CC1	-5%	4	-5	-3.8	-14%
45	O=C(NCC1COc2ccccc2O1)c1cc2ccccc2o1 (stereo not given)	?	-17	-3	-0.2	0%
46	O=C(COC(=O)c1nc(Cl)ccc1Cl)NCCc1ccccc1	10%	-2	-14	-1.2	-12%

entry	WRN inhibitor	PI5P4K alpha inh	HEK293 tox	GLP-1R inv ag
41	5%	1	18%	-3%
42	-4%	-1	-24%	5%
43	8%	-2	4%	-5%
44	0%	10	-6%	?
45	-13%	1	10%	?
46	-3%	-3	5%	-2%

Screening results from PubChem.
